# High-throughput results: PubChem BioAssay, several laboratories
# m-calpain inh: blocks pig calpain II enzyme activity. 220,000 tested, 0.37% active. purified calpain II, fluorogenic peptide substrate, 30 min. inhibition, % at 16 µM;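 active = inhibition above about 50%, limit read from the data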
# eIF4E-4G inh: inhibitors of eIF4E and eIF4G interaction in translation initiation. 220,000 tested, 0.37% active. inhibition, % at 21.7 µM. P63073+Q04637. TR-FRET eIF4E-eIF4GI(517-606) binding, 2 h;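 active = inhibition above about 30%, limit read from the data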;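 note: 0% = full FRET control wells and 100% = background wells lacking eIF4GI fragment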
# PGE2 EP2 inh: inhibitors of human EP2 prostaglandin E2 receptor; P43116; C6 glioma cells expressing human EP2, cAMP TR-FRET; cells stimulated with saturating PGE2; inhibition, % at 25 µM; 260,000 tested, 0.52% active;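 active = percent inhibition above 40 after rounding to a whole number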;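 note: rat C6 glioma host cells with rolipram phosphodiesterase inhibitor present; the protocol text gives 20 µM as final concentration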
# EP2 mod: modulators of human EP2 prostaglandin E2 receptor; EP2-expressing cells, cAMP HTRF FRET, PGE2 co-stimulation; 260,000 tested, 0.83% active; P43116; AID 940; induction, % at 25 µM;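 active = compounds whose cAMP rise, as percent of the full-agonist control response, exceeds 60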;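 note: rat C6 glioma line stably carrying human EP2 under a CMV promoter; the protocol text gives 20 µM as final concentration; 100% = response of wells given 1 µM PGE2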
# Hck Nef HTS: human Hck-Nef kinase inhibition; 220,000 tested, 0.68% active; P08631; inhibition, % at 20 µM; Recombinant Hck-YEEI plus Nef, Z-Lyte FRET kinase assay;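 active = Hck-Nef kinase inhibition above about 50%, limit read from the data; inactive = inhibition below that limit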;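 note: 0% = DMSO with Hck plus Nef and 100% = Hck alone without Nef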
# TbHK1 inh: blocks Trypanosoma brucei hexokinase 1 activity | recombinant TbHK1, G6PDH-coupled NADH A340 | inhibition, % at 10 µM | 220,000 tested, 0.11% active | AID 1430;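 active = inhibition of 50% or more in the single-dose primary screen; inactive = inhibition below 50%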
# L929 necroptosis: L929 zVAD cell death inhibition; 220,000 tested, 0.38% active; AID 1377; viability rescue, % at 10 µM; L929 zVAD necroptosis rescue, ATP luminescence, 24 h; with zVAD 60 µM;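 active = activation, scaled between plate controls, above about 75%, limit read from the data; inactive = activation under that limit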;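 note: 0% = zVAD with DMSO and 100% = DMSO alone without zVAD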
# Rad51 HR inh: Rad51 (human) homologous recombination inhibition; hRad51 DNA strand exchange, fluorescence dequenching; inhibition, % at 10 µM; 200,000 tested, 0.085% active; AID 1385;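 active = inhibition above 40% at the single screening dose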;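 note: 0% = DMSO control wells and 100% = blanks with heterologous ssDNA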
#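 Material: human Rad51–ssDNA filaments; Probe or stimulus: labelled 47-mer dsDNA for strand exchange; Doses: single 10 µM dose; Incubation: 37 °C 15-min filament assembly, 30-min compound preincubation, 15-min exchange; Technique: FRET fluorescence dequenching, excitation 485 nm, emission 520 nm; Measure: Fluorescence-based percent inhibition, control- and blank-normalised; Benchmarks: plate control and blank wells.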
# 14-3-3 Bad inh: disrupts binding of bovine 14-3-3 zeta to phospho-Bad peptide; inhibition, % at 21.7 µM; AID 781; TR-FRET 14-3-3zeta/Dy647-pBad peptide displacement, 1 h; P63103; 220,000 tested, 0.71% active;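 active = inhibition above about 70%, limit read from the data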;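 note: 0% = full 14-3-3 plus peptide FRET controls and 100% = background without 14-3-3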
# Numbers without * were called inactive; i = inactive; · = no result given; & = joins results of further samples; [ ] = another dose, or the depositor's remark.
# Screens in order: m-calpain inh	eIF4E-4G inh	PGE2 EP2 inh	EP2 mod	Hck Nef HTS	TbHK1 inh	L929 necroptosis	Rad51 HR inh	14-3-3 Bad inh
O=S(=O)(c1ccccc1)c1nc(-c2ccccc2)oc1N1CCOCC1
    35	1	14	-9	18	3	1.7	-9	7
S=C1NC2CCCCC2N1 (stereo not given)
    7	-1	3	8	-10	3	1.4	3	0
N#C/C(=C\c1c[nH]c2ccccc12)c1nnc2n1CCCCC2
    10	-6	3	-1	2	-30	0.2	-1	11[fluorescence artefact?]
O=C(O)CC(C(=O)O)n1nc(-c2ccccc2)cc1-c1ccccc1 (stereo not given)
    17	0	7	-3	-6	0	1.5	3	23
O=C(CCNC(=O)c1ccccc1)N/N=C/c1ccc([N+](=O)[O-])cc1
    7	-2	5	-34	-2	-30	0.6	-1	-6
Cc1ccc(C)c(N(CC(=O)NC2CCCC2)C(=O)c2oc(C(C)(C)C)cc2C)c1
    20	0	7	43	-1	2	-0.4	1	4
COc1ccc(C(=O)Cn2nnc(-c3ccccc3NC(=O)C3CCCCC3)n2)cc1
    1	-8	13	10	2	3	0.1	-4	1[fluorescence artefact?]
O=C(NCc1ccccn1)c1n[nH]c2ccccc12
    -10	-6[fluorescence artefact?]	13	-2	2	-1	0.8	-2	2[fluorescence artefact?]
COc1cccc(C(=O)NNC(=O)Cc2csc(N)n2)c1
    -5	-2	1	-5	26	-4	0.6	-4	-24
N#Cc1c(NC(=S)NC(=O)Cc2cccs2)sc2c1CCCCC2
    -39	-1	·	23	-1	-2	1.6	·	-2
O=S(=O)(NCc1ccccn1)c1cc(C(F)(F)F)ccc1Cl
    -5	-2	1	16	-2	-3	0.8	-3	-17
O=C1CC(N2CCN(c3nc4ccccc4s3)CC2)C(=O)N1c1cccc(F)c1 (stereo not given)
    -44	-21	3	-46	6	-15	0.5	3	-14
O=C(/C=C/c1ccc([N+](=O)[O-])cc1)NCCN1C(=O)S/C(=C\c2ccc(F)cc2)C1=O
    1	6	5	-57	14	-13	0.7	·	0
CC(=O)Nc1cc(C(=O)NCCN2CCN(Cc3ccccc3)CC2)ccc1Sc1ccc(C)cc1
    14	7	1	8	-49	-4	-0.4	·	0
Cc1noc(C)c1COC(=O)Cc1ccc(Br)cc1
    43	-2	0	23	19	-1	-0.1	8	-9
Cc1ccc(C)c(NC(=O)CN(C)C(=O)CCN2C(=O)c3ccccc3C2=O)c1
    10	-1	13	14	0	-2	0.2	12	1
O=CN1CCN(c2ncnc3c2nnn3Cc2c(F)cccc2Cl)CC1
    -27	1	9	26	15	-7	1.0	23	-9
CCCC1C2C(=O)N(c3ccccc3OCC)C(=O)C2ON1c1ccccc1 (stereo not given)
    2	-1[fluorescence artefact?]	7	4	2	0	0.5	9	12
CC(/C=C1\NC(=S)NC1=O)=C\c1ccccc1
    11	2	6	-36	3	-26	0.3	1	-12
Cc1cn(Cc2ccccc2Cn2cc(C)c(=O)[nH]c2=O)c(=O)[nH]c1=O
    -26	4	6	24	18	-7	0.5	-1	-4
Cc1ccc2c(c1)nnn2C1CCN(CC(=O)Nc2ccc(F)cc2)CC1
    -3	-9	4	-14	26	3	-0.7	-2	-8
COc1ccc(-c2cc(C(F)(F)F)nc(-n3cncn3)n2)cc1
    -324	10	8	-8	0	-40	-0.3	-4	0
COc1cc(NC(=O)CSc2nnc(NC(C)C)s2)cc(OC)c1OC
    15	0	2	-20	-21	5	1.6	4	-7
COc1ccc(OC)c(CCNC(=O)CC2Oc3ccc(C)cc3NC2=O)c1 (stereo not given)
    -22	-3	4	-28	1	-1	1.1	-5	8
Cc1cccc(C)c1NC(=O)CS(=O)CC(=O)Nc1ccc(F)cc1F (stereo not given)
    3	-2	12	20	1	1	0.4	-1	-3
COc1ccccc1CNC(=O)c1ccccc1N
    i	-8	7	25	8	-5	1.7	0	4
CC(=O)Nc1cc[n+](C(C)C(=O)c2ccc(Br)cc2)cc1 (stereo not given)
    21	2	19&7	-10&10	11	7	-1.3	-4	2
CCCOc1ccc(C(=O)NC(=S)Nc2nc(C)c(C(=O)N(C)C)s2)cc1
    -14	-3	5	-12	1	-22	0.2	2	9[fluorescence artefact?]
COc1ccccc1NC(=O)c1ccc(Cl)c(S(=O)(=O)N2CCOCC2)c1
    16	-9	11	-5	0	-6	1.9	3	1
O=C(NC1CCCCC1)c1cc2nc3c(c(C(F)(F)F)n2n1)CCCC3
    35	0	17	15	6	-4	0.2	-13	1
CCOc1ccccc1N(CC(=O)OC)S(=O)(=O)c1ccccc1
    47	-10	12	5	3	2	-0.5	-3	-16[fluorescence artefact?]
CC(C)Nc1cc(N2CCCC2)ccc1[N+](=O)[O-]
    -6	-2	8	36	3	2	0.0	2	-2
O=C1Nc2ccccc2S/C1=C/c1cccs1
    -46	74*	5	-43	14	-13	73	0	1
CC(=O)NCCc1nc2ccccc2n1Cc1ccc(C)cc1
    -2	-6	7	3	2	-3	0.5	2	16
O=C1CC(N2CCN(Cc3ccc4c(c3)OCO4)CC2)C(=O)N1c1cccc2ccccc12 (stereo not given)
    -11	0	3	-57	24	-3	2.9	-11	-13
CCOc1ccc(/C(C)=N/NC(=O)C(OC)c2ccccc2)cc1 (stereo not given)
    31	0	2	-25	24	1	4.9	8	7
O=C(O)CC1S/C(=N/N=C/C=C/c2ccccc2)NC1=O (stereo not given)
    42&31	-8&2[fluorescence artefact?]	5&12	10&-1	-3&1	-142&-100	0.7&1.9	-7&-4	-6&3
Cc1cc(=O)[nH]c(Nc2ccc(C(=O)OC(C)C)cc2)n1
    -13	0	16	-4	1	-5	15	·	-4
O=C(NCCC(c1ccccc1)c1ccccc1)c1cccs1
    17	5	7	6	0	21	0.4	1	-5[fluorescence artefact?]
Cc1ccc(-c2nnn(CC(=O)N(c3ccccc3F)C(CC(C)C)C(=O)NCC3CCCO3)n2)cc1 (stereo not given)
    -15	-4	4	30	1	-1	0.0	5	0

# Three entries from above, ordered by the value under EP2 mod, lowest first:
smiles	EP2 mod
COc1ccc(OC)c(CCNC(=O)CC2Oc3ccc(C)cc3NC2=O)c1 (stereo not given)	-28
COc1ccc(-c2cc(C(F)(F)F)nc(-n3cncn3)n2)cc1	-8
CC(=O)Nc1cc(C(=O)NCCN2CCN(Cc3ccccc3)CC2)ccc1Sc1ccc(C)cc1	8

# (cont.)
# Screens in order: m-calpain inh	eIF4E-4G inh	PGE2 EP2 inh	EP2 mod	Hck Nef HTS	TbHK1 inh	L929 necroptosis	Rad51 HR inh	14-3-3 Bad inh
O=C(Nc1ccc2c(c1)OCO2)c1cc2nc(C3CC3)cc(C(F)(F)F)n2n1
    -205	8	5	0	1	7	0.2	-1	-7
Cc1cccnc1NC(=S)Nc1ccc(F)cc1F
    -9	0	5	7	11	-6	-0.5	·	-2
C=CCn1c(SCc2ccccc2)nnc1-c1cccnc1
    -13	-3[fluorescence artefact?]	8	22	1	1	-0.1	3	-6
CC(=O)Nc1ccc(NC(=O)c2ccccc2F)cc1
    -6	-7	15	4	1	-2	-0.2	5	10
Cc1ccc(C)c(NS(=O)(=O)c2ccc(NC(=O)c3ccco3)cc2)c1
    -6	2[fluorescence artefact?]	14&8	5&-139	-1	-2	0.5	0	7
COc1cc(C(=O)NCC(=O)N/N=C/c2cccc(OC(=O)c3ccco3)c2)cc(OC)c1OC
    -42	-3	9	-11	24	-5	10	-15	-17
COc1ccc(/C=C/C(=O)NC2CCCCCCC2)cc1S(=O)(=O)N1CCOCC1
    0	-16[fluorescence artefact?]	2	2	-1	-5	1.0	3	-4
CCOC(=O)CCCNC(=O)COC(=O)c1ccc(O)cc1
    -21	-8[fluorescence artefact?]	10	7	10	-5	0.3	0	-3[fluorescence artefact?]
O=C(Nc1ccc(F)cc1)c1sc(Cl)nc1-c1ccccc1
    -5	15	9	12	7	9	0.3	0	-12
CC(C)(O)C#Cc1ncc(C(F)(F)F)cc1Cl
    12	-2	4	6	8	8	-1.0	·	-7
COc1ccc(CCNC(=O)CSCc2n[nH]c(=O)[nH]2)cc1OC
    -9	1	-1	5	0	-1	-0.3	-5	5
Cc1cc(/C=C2/NC(=O)N(c3ccccc3)C2=O)c(C)n1C(C)C
    -9	12	8	-4	2	-22	1.4	-1	-8
Cc1ccc(NC(=S)N(Cc2ccccc2)C(C)C)cc1
    29	1	7	-21	-2	-1	-0.7	11	-10
CCS(=O)(=O)c1nc(S(=O)(=O)c2ccc(Cl)cc2)c(N2CCc3ccccc3C2)s1
    8	0	3	-2	1	-6	0.4	·	-11
CCOc1nc(-c2ccccc2)ccc1-c1noc(-c2ccncc2)n1
    -121	-16	11&5	36&7	2	-11	38	-8	9
COc1cccc(N=Nc2c(=O)[nH]n3c(=O)c4c([nH]c23)CCC4)c1
    -62	2[fluorescence artefact?]	11	-8	-2	-7	1.0	·	12
CN1CCN(C(=O)c2cn(C)c3ccc(S(=O)(=O)N(C)C4CCCCC4)cc3c2=O)CC1
    12	2	7	12	7	-23	2.4	6	12
O=C(Cc1ccc(S(=O)(=O)N2CCCC2)s1)N1CCN(c2ccc(F)cc2)CC1
    -1	-3	6	-9	27	5	-0.1	-3	-3
O=C(CN(C1CCCCC1)C1CCCCC1)N1CCc2ccccc2C1
    33	10	11	38	1	-2	0.2	-6	88*
COc1cc(C2C(C#N)=C(N)Oc3cc(N)ccc32)cc(OC)c1OC (stereo not given)
    -14	5	6	0	4	-4	0.5	-9	19
CC(C)(C)C(=O)COC(=O)c1cc2ccccc2cc1O
    -45	3[fluorescence artefact?]	2	-34	-1	-14	-0.3	-3	-16
Cc1sc2ncnc(N/N=C/c3ccc(O)cc3)c2c1C
    16	0	6	-17	2	-46	-0.3	-4	-6[fluorescence artefact?]
O=C(COC(=O)C1=Cc2ccccc2OC1)NC1CCCC1
    -53	6	6	-10	-1	-6	0.9	2	2
O=C1OC(Nc2ccc(Cl)cn2)c2ccccc21 (stereo not given)
    -17	0	13	4	-2	-9	-0.2	9	6
O=C(CN1C(=O)C2(OCCCO2)c2ccccc21)NCc1ccccc1
    -57	-14	2	21	-2	2	0.2	-3	-3
Cc1cc(F)c(F)c(C(=O)N2CCOCC2)c1
    -10	1	12	23	2	5	2.5	5	-5
O=C1CSC(c2cccc([N+](=O)[O-])c2)N1c1ccc(O)cc1 (stereo not given)
    -26	-1	7	4	18	-2	2.3	4	-15
O=C(CCn1cnc(-c2ccccc2)c1-c1ccccc1)N/N=C/c1ccccc1O
    -95	1	8	-2	1	-12	6.9	10	1[fluorescence artefact?]
O=C(NC1CCC(O)CC1)c1ccc(S(=O)(=O)NCc2ccco2)cc1 (stereo not given)
    10	6	4	46	0	-7	-0.5	-4	-3
Cc1ccc(Nc2nc(N)nc(CC#N)n2)cc1
    15	5	12	-33	0	2	-0.3	2	14
CN(C(=O)c1ccc(OC2CCN(S(=O)(=O)N(C)C)CC2)cc1)C1CCCCC1
    8	1	5	-64	16	-8	17	-15	-6
COc1ccc(NCc2nnc(SCC(=O)c3ccc(OC)cc3)n2C)cc1
    -9	0[fluorescence artefact?]	5	-45	0	-4	-0.3	-5	-21
CN=C1C([N+](=O)[O-])=CC=C2C1=NC1(CCCCC1)N2O
    11	0	13	8	3	1	0.1	·	-20
Cc1ccc(CCNC(=O)C2CCCN(S(=O)(=O)c3c(C)nn(C)c3C)C2)cc1 (stereo not given)
    6	-2	13	-33	1	-6	0.2	-2	10

# Not all compounds are listed (hit frequency here may not be typical).
